# High-throughput results from PubChem.
# ABHD5 PLIN5 PPI: blocks binding of human ABHD5 to perilipin-5; Split G. princeps luciferase complementation, luminescence, 4 h; hit rate 0.78% among 360,000; Q00G26+Q8WTS1; inhibition, % at 4 µM;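 active = inhibition above the mean inhibition across every tested compound plus 3 SD, cut at about 22% in these data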;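 note: 0% = DMSO only wells and the 100% control is not disclosed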
# EBV LMP1 NFkB: inhibitors of Epstein-Barr LMP1-induced NF-kappaB reporter. inhibition, % at 12.5 µM. LMP1-induced NF-kappaB luciferase reporter cells, luminescence. hit rate 0.69% among 350,000; in the data active = inhibition above about 41%;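 note: 0% = neutral control wells and 100% = reference inhibitor control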
# NCOA3 inh: inhibitors of human steroid receptor coactivator 3 (SRC3) | HEK293 GAL4-SRC3 luciferase reporter, luminescence | inhibition, % at 3.6 µM | hit rate 0.17% among 360,000 | AID 588352;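 active = inhibition above a per-campaign cutoff, the mean of all compounds plus 3 SD, cut at about 60% in these data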;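 note: 0% = DMSO-treated cells and 100% = gossypol-treated cells at 36 µM; higher means less SRC3-driven luciferase light from the GAL4 reporter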
# MC4R antag cAMP: antagonists of human melanocortin 4 receptor (MC4R). MC4R-expressing cells, MTII-stimulated cAMP, LANCE TR-FRET. inhibition, % at 6.5 µM. hit rate 0.48% among 360,000. AID 540295;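 active = inhibition above its plate's cutoff, the mean of tested wells on that plate plus 3 SD, cut at about 29% in these data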;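 note: 0% = Melanotan II alone and 100% = Melanotan II plus saturating MCL0020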
#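 System – human MC4R-expressing U2OS cells · Also added – Melanotan II · Dosing – one concentration, 6.5 µM nominal · Timing – 30-min compound, 1-h challenge, 1-h detection, room temperature · Measured by – Eu-cAMP/anti-cAMP TR-FRET, emission 671 nm · Replicates – singlicate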
# MC4R barr agon: human MC4R agonism via beta-arrestin; U2OS MC4R beta-arrestin complementation, luminescence; percent of melanotan II response, DMSO zero; hit rate 0.98% among 360,000; activation, % at 8.9 µM; P32245; AID 540308;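 active = activation above a per-plate cutoff, the mean activation of sample wells on that plate plus 3 SD, cut at about 8% in these data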
# TLR9-MyD88 inh: inhibitors of human TLR9-MyD88 binding. Q9NR96+Q99836. hit rate 0.21% among 340,000. CHO BLA complementation TLR9-MyD88, CCF4 FRET ratio. inhibition, % at 4.98 µM. AID 504734;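 active = inhibition above the mean over all tested compounds plus 3 SD, cut at about 21% in these data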;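 note: 0% = DMSO only wells and 100% = clavulanate BLA inhibitor control wells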
# Target sequence (Q99836 whole entry, looked up): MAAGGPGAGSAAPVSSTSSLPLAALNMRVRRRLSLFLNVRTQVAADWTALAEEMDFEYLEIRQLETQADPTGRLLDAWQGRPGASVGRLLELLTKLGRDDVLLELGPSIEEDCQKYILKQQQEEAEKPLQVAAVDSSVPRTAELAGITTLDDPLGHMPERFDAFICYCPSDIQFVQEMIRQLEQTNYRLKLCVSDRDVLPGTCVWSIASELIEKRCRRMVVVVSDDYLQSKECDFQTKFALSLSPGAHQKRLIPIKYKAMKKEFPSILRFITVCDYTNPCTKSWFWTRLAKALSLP
# Target sequence (Q9NR96 whole entry, looked up): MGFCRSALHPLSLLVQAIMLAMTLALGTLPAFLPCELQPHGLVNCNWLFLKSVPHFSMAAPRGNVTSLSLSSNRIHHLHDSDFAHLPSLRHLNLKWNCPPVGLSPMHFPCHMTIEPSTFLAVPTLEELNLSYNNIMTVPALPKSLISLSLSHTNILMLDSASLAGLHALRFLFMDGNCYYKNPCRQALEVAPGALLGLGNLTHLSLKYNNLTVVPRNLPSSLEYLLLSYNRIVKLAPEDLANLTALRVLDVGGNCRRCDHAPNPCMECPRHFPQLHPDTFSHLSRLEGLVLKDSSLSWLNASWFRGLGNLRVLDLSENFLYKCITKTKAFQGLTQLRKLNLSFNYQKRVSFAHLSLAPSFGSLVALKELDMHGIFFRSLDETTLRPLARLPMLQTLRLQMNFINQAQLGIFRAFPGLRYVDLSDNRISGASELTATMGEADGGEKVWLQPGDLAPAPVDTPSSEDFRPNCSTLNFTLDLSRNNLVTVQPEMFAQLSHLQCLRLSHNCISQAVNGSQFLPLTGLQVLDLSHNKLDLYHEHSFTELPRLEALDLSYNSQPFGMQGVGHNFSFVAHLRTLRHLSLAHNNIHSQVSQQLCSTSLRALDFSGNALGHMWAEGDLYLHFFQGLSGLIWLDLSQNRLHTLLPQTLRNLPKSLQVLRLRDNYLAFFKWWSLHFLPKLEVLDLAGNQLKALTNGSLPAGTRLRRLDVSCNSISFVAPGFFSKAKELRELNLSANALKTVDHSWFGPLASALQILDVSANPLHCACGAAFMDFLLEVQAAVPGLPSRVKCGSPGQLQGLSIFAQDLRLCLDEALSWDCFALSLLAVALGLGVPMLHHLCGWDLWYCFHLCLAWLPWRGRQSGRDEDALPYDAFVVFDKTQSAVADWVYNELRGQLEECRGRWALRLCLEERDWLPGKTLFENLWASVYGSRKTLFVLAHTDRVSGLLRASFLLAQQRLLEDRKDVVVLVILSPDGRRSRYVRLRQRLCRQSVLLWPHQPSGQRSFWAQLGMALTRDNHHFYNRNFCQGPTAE
# SRC1 inh: inhibitors of human steroid receptor coactivator 1 (SRC1). HEK293 GAL4-SRC1 luciferase reporter, luminescence. AID 588354. Q15788. inhibition, % at 3.6 µM. hit rate 0.12% among 360,000;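 active = inhibition above the campaign mean plus 3 SD, with each screening campaign given its own cutoff, cut at about 60% in these data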;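 note: 0% = DMSO treated cells and 100% = gossypol at 36 µM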
# NCOA2 inhibitor: inhibits human steroid receptor coactivator 2; Q15596; HEK293 GAL4-SRC2 luciferase reporter, luminescence; inhibition, % at 9 µM; hit rate 0.17% among 370,000; AID 651957;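 active = inhibition above the mean inhibition of all tested compounds plus 3 SD, set per campaign, cut at about 52% in these data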;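 note: 0% = DMSO treated cells and 100% = cells given Gossypol at 36 µM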
# COUP-TFII inh: inhibitors of human COUP-TFII (NR2F2); P24468; HEK293T NGFI-A luciferase reporter, luminescence; inhibition, % at 8.6 µM; hit rate 0.7% among 370,000;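 active = inhibition above a per-plate cutoff, mean inhibition of test wells between control levels plus 3 SD, cut at about 38% in these data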;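 note: cells cotransfected with COUP-TFII expression vector driving the NGFI-A reporter; 0% = median of COUP-TF2 test wells and 100% = reporter-only cells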
# NR5A2 inv ag: NR5A2 inverse agonism in reporter assay; O00482; hit rate 0.13% among 360,000; inhibition, % at 3.6 µM; HEK293T StAR-luciferase reporter, LRH-1 transfected, 24 h;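 active = inhibition above the mean inhibition of all tested compounds plus 3 SD, cut at about 73% in these data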;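 note: 0% = DMSO wells and 100% = reporter-only cells lacking LRH-1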
# NOD2 RIPK2 PPI: NOD2-RIPK2 protein interaction inhibition; CHO BLA complementation NOD2-RIPK2, CCF4 ratio; inhibition, % at 4.98 µM; hit rate 0.38% among 360,000; AID 624267; in the data active = inhibition above about 21%;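 note: 0% = vehicle only and 100% = reference blocker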
# Numbers without * were called inactive; · = no result given. A portion of the library, so the mix of outcomes need not match the whole.
ABHD5 PLIN5 PPI	EBV LMP1 NFkB	NCOA3 inh	MC4R antag cAMP	MC4R barr agon	TLR9-MyD88 inh	SMILES	SRC1 inh	NCOA2 inhibitor	COUP-TFII inh	NR5A2 inv ag	NOD2 RIPK2 PPI
-3	-1	10	-2	-1.7	-6	Brc1cccc(-c2nnco2)c1	1	-13	-8	13	-1
3	2	12	13	-0.6	0	O=C(COC(=O)c1ccccc1F)NC1CC1	-1	-23	4	5	2
-8	-8	-18	-6	-0.6	-14	Cc1ccc(C(=O)c2ccc(O)cc2)cc1C	-43	-29	1	-2	1
-5	-6	-2	6	0.4	-5	CN(C)S(=O)(=O)c1cccc(C(=O)NCC2CCCCC2)c1	-2	-11	2	-9	-12
-1	-4	2	-2	7.2	-14	CC(=O)c1cnc2c(-c3ccc(Cl)cc3)c(C)nn2c1C	-6	10	-11	-1	1
2	-11	2	2	1.7	-2	O=C(N/N=C/c1cccs1)c1cnccn1	-18	6	-2	-40	1
2	-13	-1	2	1.1	-8	CCN(CC)C(=O)C1=C(C)N(CCCOC)C(=O)C(CC(=O)NCCCCc2ccccc2)C1 (stereo not given)	4	5	-4	-9	11
3	-1	-8	-16	-0.8	-3	Cc1nc2c(C(=O)Nc3ccc(N4CCCC(O)C4)cc3)snc2c(=O)[nH]1 (stereo not given)	-45	-41	-8	4	-6
-11	5	18	-5	-5.6	0	COc1cc(C(c2c(C)[nH][nH]c2=O)c2c(C)[nH][nH]c2=O)cc([N+](=O)[O-])c1O	-4	-8	-11	6	-7
10	36	7	21	-1.6	0	Cc1ccc(Cn2c(O)c(N=NC(=S)Nc3ccccc3F)c3cc(S(=O)(=O)N4CCOCC4)ccc32)cc1	-37	-13	1	-22	-8
1	-2	2	-8	-3.7	0	COc1cccc(N2CCN(C(=O)c3ccc(CS(=O)c4ccc(Cl)cc4)o3)CC2)c1 (stereo not given)	0	44	-1	17	2
3	-6	15	15	-0.8	-4	CC1CC(C)CN(C(=O)COC(=O)COc2ccc(C#N)cc2)C1 (stereo not given)	-24	-18	10	-8	-5
6	-20	-11	7	0.4	-7	COc1ccc(/C=C/C(=O)Nc2cc(C)nn2-c2nc3ccccc3[nH]2)cc1	-2	-7	-18	9	-7
9	-13	17	0	4.2	5	CCOC(=O)C1(CC)NC(c2ccco2)C2C(=O)N(c3ccc(C)cc3)C(=O)C21 (stereo not given)	9	3	-10	-19	-6
-16	11	34	-4	-0.8	0	C=CCOn1c(C)c(C(C)=O)c2c3nonc3ccc21	17	14	13	8	9
4	-3	11	-1	-0.2	3	Cn1c(CNC(=O)c2ccccc2)nnc1SCC(=O)N1CCN(c2ccccc2)CC1	-3	17	6	5	0
-7	1	10	12	1.6	0	COc1ccc(S(=O)(=O)NCCc2cc3ccc(C)c(C)c3[nH]c2=O)cc1	-6	1	18	-18	4
0	0	3	3	0.2	8	O=C(CN1CCN(Cc2cccc(F)c2)CC1)NCc1ccccc1	0	-8	5	-6	-6
13	1	0	2	-0.8	-3	COc1ccc(C2=NN(c3nc(C)cc(C)n3)C(=O)C2)cc1	-9	17	19	-19	-11
2	3	-7	18	1.8	1	CCOC(=O)c1c(N)nn(C(=O)C(C)(C)C)c1-c1ccccc1	-7	-19	-7	-4	-7
-8	7	-16	2	1.6	1	O=C(Nc1ccc2oc(-c3ccncc3)nc2c1)c1ccc(Br)o1	-1	1	-3	-11	3
0	13	-1	8	0.1	2	Cn1c(=O)c2c(nc(N3CCc4ccccc4C3)n2Cc2ccccc2F)n(C)c1=O	-8	1	12	10	-1
-10	-7	4	3	-1.2	0	CCCNC(=O)c1c(N)n(-c2ccc3c(c2)OCO3)c2nc3ccccc3nc12	4	21	-6	18	7
0	·	10	0	-0.3	·	C/C(=N\Nc1nc2ccc(Cl)cc2o1)c1ccccc1	-17	24	-19	7	-4
79*	75*	2	41*	-5.0	14	CCOc1ccc(/C=C/[N+](=O)[O-])c2ccccc12	4	·	·	13	58*
-1	-5	-28	5	-0.5	-6	NC(=O)CSc1nnc(-c2ccncc2)n1-c1ccc(Cl)cc1	-19	0	-10	19	-5
0	-18	4	-6	-0.5	0	N#Cc1nc(-c2cccs2)oc1NCCCN1CCOCC1	2	-20	12	-1	5
0	-4	-26	2	-1.6	-13	CC1CCN(S(=O)(=O)c2cccc3cccnc23)CC1	-27	5	-7	5	-1
1	-1	8	17	0.2	1	O=C(COC(=O)/C=C/c1ccccc1)NC1CCCCC1	-11	7	-6	8	1
2	-3	-7	15	0.1	-2	CCCn1c(N)c(Sc2ccccc2[N+](=O)[O-])c(=O)n(CCC)c1=O	-9	17	4	-7	4

# Profiles as entered above. Order of values: ABHD5 PLIN5 PPI, EBV LMP1 NFkB, NCOA3 inh, MC4R antag cAMP, MC4R barr agon, TLR9-MyD88 inh, SRC1 inh, NCOA2 inhibitor, COUP-TFII inh, NR5A2 inv ag, NOD2 RIPK2 PPI
# CN(C)S(=O)(=O)c1cccc(C(=O)NCC2CCCCC2)c1 is listed as -5, -6, -2, 6, 0.4, -5, -2, -11, 2, -9, -12
# CC(=O)c1cnc2c(-c3ccc(Cl)cc3)c(C)nn2c1C is listed as -1, -4, 2, -2, 7.2, -14, -6, 10, -11, -1, 1
# COc1ccc(/C=C/C(=O)Nc2cc(C)nn2-c2nc3ccccc3[nH]2)cc1 is listed as 6, -20, -11, 7, 0.4, -7, -2, -7, -18, 9, -7

# Additional entries follow.
ABHD5 PLIN5 PPI	EBV LMP1 NFkB	NCOA3 inh	MC4R antag cAMP	MC4R barr agon	TLR9-MyD88 inh	SMILES	SRC1 inh	NCOA2 inhibitor	COUP-TFII inh	NR5A2 inv ag	NOD2 RIPK2 PPI
-4	-9	-17	8	-0.7	9	CC(=O)Oc1ccc(/C=C(\NC(=O)c2ccco2)C(=O)NCc2ccccc2)cc1	-12	-27	-3	-8	-14
-5	2	-6	5	-2.1	5	COc1cc(OC)cc(C(=O)N[C@H](C(=O)OCC(=O)N2CCN(S(=O)(=O)c3ccc(C)cc3)CC2)C(C)C)c1	-10	3	3	-11	4
-9	15	8	7	2.5	5	CCOC(=O)C(=CNc1ccccc1C)C(=O)OCC	2	-29	8	2	-4
1	6	-6	22	-0.5	-8	COC(=O)c1ccc(NS(=O)(=O)c2c(C)[nH]c(C)c2C(=O)N2CCCC2)cc1	-20	11	0	10	1
3	-20	5	-4	-3.5	-2	Cc1cccc(CC(=O)N2CCOCC2)c1	13	6	-2	9	-14
-3	0	1	-1	-2.3	8	CCN(CC)CCCNC(=O)c1ccccc1NC(=O)C1=CSCCO1	14	-14	9	5	-6
1	3	8	-2	-1.0	-4	Cc1cc(N)n(-c2ccc(S(=O)(=O)c3ccc(C(C)C)cc3)cc2)n1	-22	-28	-14	-5	2
3	-3	-4	17	-0.7	3	Cc1c(Br)c(C(=O)NNC(=O)c2ccc(C(C)(C)C)cc2)nn1C	-3	-26	-21	-38	5
7	-8	-6	-1	-0.6	-11	OC(COc1ccc2ccccc2c1)Cn1cncn1 (stereo not given)	-4	-28	-18	-2	6
11	47*	35	9	-2.5	1	O=C(Nc1ccccc1)NN(C(=O)CCl)c1ccccc1	11	50	9	21	5
-2	-1	16	8	3.8	1	CC(=O)N/N=C/c1ccc(OCCOc2ccc(Br)cc2)cc1	-15	5	-11	18	-13
0	3	11	8	-0.3	-3	COc1cc(CC(=O)Nc2ccc(Cl)c(C(F)(F)F)c2)cc(OC)c1OC	3	13	9	19	-3
2	-2	-25	1	0.1	7	CN(C(=O)c1ccco1)c1nc(CC(=O)Nc2ccccc2)cs1	-6	-4	-23	-33	-7
2	1	6	18	-0.3	-1	O=C(NCc1ccc(Cl)cc1)C(=O)NCC1OCCN1S(=O)(=O)c1ccc2c(c1)OCCO2 (stereo not given)	3	23	2	9	5
6	-8	-32	-1	-0.3	7	COC1OC2COC(c3ccccc3)OC2C(OC(C)=O)C1OC(C)=O (stereo not given)	-19	-6	-8	-15	-5
-3	7	2	1	-2.5	-1	Cc1nc2sc(C(c3ccccc3)N3CCN(c4ccccc4F)CC3)c(O)n2n1 (stereo not given)	-3	3	9	-20	-6
-3	-8	-26	20	-2.1	-13	Cn1nnnc1SCC(=O)Nc1ccc2c(c1)OCO2	-37	-52	-9	-29	-1
-3	11	8	1	-2.3	2	COc1ccc(N2CCN(C(CNC(=O)C(=O)NC3CCCC3)c3ccco3)CC2)cc1 (stereo not given)	-10	-11	-15	-19	0
-1	-13	10	2	0.4	13	O=C(O)/C=C/c1ccccc1Oc1ccccc1	4	·	·	19	2
2	-1	13	0	-1.7	4	COc1ccccc1C(=O)NCCC(=O)N1CCN(C(=O)c2ccco2)CC1	-25	2	12	1	13
-1	11	-1	9	-1.3	0	CC(C)(C)n1nnnc1C(c1cc2cc3c(cc2[nH]c1=O)OCO3)N1CCN(c2ccccc2)CC1 (stereo not given)	6	-11	12	-11	6
0	6	1	2	-0.5	-7	CCOCCCNC(=O)C(c1ccc(OC)cc1)N(Cc1ccc2c(c1)OCO2)C(=O)c1ccccn1 (stereo not given)	-5	8	-10	6	-2
-7	-20	-17	6	1.6	2	C=CCOc1cc(C)nc(-c2ccccc2O)n1	-40	-4	-2	-19	-8
-3	·	3	-2	-1.6	·	CCCNC(=O)c1cc(C2CCCCN2C(=O)c2cc(C(C)(C)C)nn2C)on1 (stereo not given)	-4	-7	0	10	-1
-2	-12	1	3	-1.1	-3	Cn1c(CSc2ncn[nH]2)nc2ccccc21	-6	-22	-10	-2	-2
1	5	6	3	-3.4	0	Cc1ccc(S(=O)(=O)N(CCC(=O)N2CCOCC2)c2ccccc2)cc1	3	-6	8	9	-11
-2	0	-18	9	-2.5	-1	Cc1nnc(SCC(=O)NCc2ccco2)n1-c1ccc(F)cc1	-4	-20	8	-1	1
-2	-1	9	5	-1.4	-1	Cc1[nH]c(=O)[nH]c(=O)c1/C=N/NC(=O)[C@H](C)N	-5	-24	7	0	-19
2	5	2	-2	-1.3	-13	Cc1cccc(CCN2C(Nc3ccccc3)=NC[C@@H]2C)c1	2	7	2	14	-10
-10	3	7	5	-0.5	-9	O=C1CCc2cc(S(=O)(=O)NC(Cc3ccccc3)C(=O)NC3CCCC3)ccc2N1 (stereo not given)	-35	19	-15	-3	-9
6	1	7	5	0.4	-6	COc1cc(OC)cc(C(=O)NC(C(=O)Nc2ccc3c(c2)OCO3)C(C)C)c1 (stereo not given)	2	-5	-17	21	-5
-6	5	-4	-4	1.8	-16	CC1=C(C(=O)OCC2CCCO2)C(c2ccncc2)C2=C(CCCC2=O)N1 (stereo not given)	-9	-9	-3	17	-2
-4	4	17	-1	2.8	-1	COc1ccc(CCCc2n[nH]c(=S)n2C)cc1C	2	-16	-19	3	-4
9	2	1	0	-0.1	4	O=C(CSc1nncs1)N1CCN(C(=O)c2ccco2)CC1	-4	5	-9	-5	0
-2	5	-134	-1	-3.0	2	CC(C)C(=O)Nc1ccc(-c2nc3ncccc3o2)cc1	-83	-48	-16	-136	-11
